# hcGAS lum = Primary biochemical luminescence assay for human cyclic GMP-AMP synthase inhibitors; AID 1259398, 2018; recombinant h-cGAS, ATP depletion, Kinase-Glo luminescence; Q8N884; hit rate 0.081% among 290,000; inhibition, % at 12.5 µM;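 also: 0% = vehicle reaction and 100% = reaction without DNA for no activity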
# Target sequence (Q8N884 whole entry, looked up): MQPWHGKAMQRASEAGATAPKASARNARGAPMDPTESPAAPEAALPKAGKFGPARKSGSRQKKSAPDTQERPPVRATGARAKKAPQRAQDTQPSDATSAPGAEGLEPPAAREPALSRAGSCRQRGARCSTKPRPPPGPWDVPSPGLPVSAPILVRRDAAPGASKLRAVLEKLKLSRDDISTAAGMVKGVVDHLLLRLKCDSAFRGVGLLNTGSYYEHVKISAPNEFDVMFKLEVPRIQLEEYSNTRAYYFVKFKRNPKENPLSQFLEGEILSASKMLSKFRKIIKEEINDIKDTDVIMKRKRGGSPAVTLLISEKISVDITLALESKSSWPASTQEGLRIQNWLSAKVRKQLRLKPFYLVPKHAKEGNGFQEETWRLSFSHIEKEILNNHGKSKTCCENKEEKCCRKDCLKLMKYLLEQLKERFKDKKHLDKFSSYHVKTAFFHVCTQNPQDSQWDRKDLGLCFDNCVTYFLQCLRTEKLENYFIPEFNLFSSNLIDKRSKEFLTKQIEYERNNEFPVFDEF
# NPYLR7 ag = agonists of mosquito NPYLR7 receptor, primary screen, cell-based, Aedes aegypti, calcium fluorescence, mosquito biting behavior. AID 1259423, 2018. HEK293T NPYLR7/Galpha15, GCaMP6s calcium fluorescence. hit rate 0.15% among 270,000. Aedes aegypti neuropeptide Y-like receptor 7 (NPYLR7). activation, % at 10 µM; in the data active = activation above about 40%;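 also: 0% = vehicle and 100% = reference agonist at the receptor; some compounds past the cut are filed as inactive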
# mcGAS lum = cyclic GMP-AMP synthase inhibitors, mouse, primary biochemical chemiluminescence; hit rate 0.15% among 160,000; Q8C6L5; recombinant cGAS, Kinase-Glo ATP depletion luminescence; inhibition, % at 12.5 µM;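 also: 0% = negative control wells and 100% = reference inhibitor with no enzyme activity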
# * marks the source's active call; other numbers are inactive results; . = not tested or not shown; & = joins results of further samples. Rule as the data show it, unless noted: active = inhibition above about 40%; inactive = the rest.
SMILES,hcGAS lum,NPYLR7 ag,mcGAS lum
CCOC(=O)Cc1c(C)nc2ncnn2c1N1CCN(C(=O)CCCOc2ccccc2)CC1,1,21,-5
Cc1nc(C(F)(F)F)ccc1C(=O)N1CCC1(C)C(=O)Nc1ccc2c(c1)OCO2 (stereo unspecified),-7,6,-4
Cc1cc(C(=O)N(Cc2ccccn2)c2nc3c(Cl)cccc3s2)on1,-4,2,-5
CCN1CCCC1CN1CC(C(=O)NCCc2nc(C(C)C)no2)CC1=O (stereo unspecified),-5,6,.
COc1ccc(C)cc1NC(=O)Nc1c(C)nc2sccn2c1=O,-6,-2,-9
CCCN(Cc1ccc(C)cc1)C(=O)CN1CCN(S(C)(=O)=O)CC1,4,11,.
COc1ccc(OC)c(CNS(=O)(=O)c2ccc(Cl)c(Cl)c2)c1,-9,9,.
CCC1(c2ccc(C)cc2)NC(=O)N(CC(=O)Nc2ccc(C(=O)N(C)C)cc2)C1=O (stereo unspecified),-6,2,-9
COc1ccc(CCNC(=O)CN2CN(c3ccccc3)C3(CCN(S(=O)(=O)c4ccc(F)cc4)CC3)C2=O)cc1OC,-9,24,-7
CS(=O)(=O)c1ccc(Nc2nc(CC(=O)NCC3CCCCC3)cs2)cc1,-6,4,.
CCc1nc(CN(C)C2CCN(Cc3ccc(F)cc3C#N)C2)no1 (stereo unspecified),0,-2,.
C=CCN1C(=O)/C(=C\c2ccc(SC)cc2)SC1=S,7,-7,.
COc1ccc(NC(=O)Cc2cc(C)no2)c(NC(=O)C(C)C)c1,-5,-4,-13
Cc1ccc(C(=O)NS(=O)(=O)CC(C)C)s1,-7,-1,.
COc1ccccc1C(=O)N1CCN(C(C(=O)NCc2ccccn2)C2CCCC2)CC1 (stereo unspecified),2,-8,1

# 5 structures out of the list, ordered by number of heavy atoms, low to high:
SMILES,hcGAS lum,NPYLR7 ag,mcGAS lum
Cc1ccc(C(=O)NS(=O)(=O)CC(C)C)s1,-7,-1,.
COc1ccc(NC(=O)Cc2cc(C)no2)c(NC(=O)C(C)C)c1,-5,-4,-13
Cc1cc(C(=O)N(Cc2ccccn2)c2nc3c(Cl)cccc3s2)on1,-4,2,-5
CS(=O)(=O)c1ccc(Nc2nc(CC(=O)NCC3CCCCC3)cs2)cc1,-6,4,.
Cc1nc(C(F)(F)F)ccc1C(=O)N1CCC1(C)C(=O)Nc1ccc2c(c1)OCO2 (stereo unspecified),-7,6,-4

# (more compounds)
SMILES,hcGAS lum,NPYLR7 ag,mcGAS lum
Cc1csc(Sc2csc(Cl)n2)n1,-11,5,.
Cc1c(CNCC(C)(C)c2ccccc2)c(=O)n(-c2ccccc2)n1C,-10,-1,.
O=C1C[C@H]2CC[C@@H](CN1)N2C(=O)c1ccnnc1,-3,8,-10
Cc1sc2nc(CN3CCOCC3)nc(N3CCN(c4ncccn4)CC3)c2c1C,-6,15,-7
CC(C)C1CN(C(=O)NCc2ccc(Cl)cc2)CCC(=O)N1CC1CC1 (stereo unspecified),0,-4,.
CCCCN1C(=O)C2CCC(=O)CC2C1=O (stereo unspecified),1,6,-3
O=C(Nc1cccc(-c2cccc(-c3ccc4c(c3)OCCO4)n2)c1)c1ccc(F)cc1C(F)(F)F,-8,10,-9
CCOCCCN(CC(=O)N(Cc1ccc(F)cc1)Cc1ccco1)C(=O)C12CC3CC(CC(C3)C1)C2,-2,20,-6
CN(Cc1nc2ccccc2[nH]1)C(=O)c1cn(Cc2cccc(C(F)(F)F)c2)nn1,2,3,-8
COc1ccc(-c2nc(NC(=O)c3cc(Br)c(O)c(OC)c3)sc2C)cc1,1,2,-10
O=C(/C=C/c1cc(Cl)c2c(c1)OCCO2)NS(=O)(=O)C1CCCCC1,-4,7,.
Clc1cc(Cn2cc(-c3ccccc3)cn2)cc2c1OCCO2,-9,10,.
Cc1cc(OCC2CN(C(=O)c3cccc(C#N)c3)CCO2)ccc1Cl (stereo unspecified),-5,24,.
COc1cc(C#N)cc(Cl)c1OCC(=O)Nc1ccc(N2CCCC2)cc1C,6,-9,0
CC1CN(C(=O)Cn2cc(SCC(=O)NC(C)(C)C)c3ccccc32)CC(C)O1 (stereo unspecified),-10,-3,-7
C=CC[C@@H]1CC=C[C@@H](C)N1Cc1nc(Cc2cccc(F)c2)no1,-6,18,-11
CCCN1CCC(N(C)C(=O)Nc2ccc(OC(F)F)cc2)CC1,-6,3,.
C=CCN(CC(=O)N1CCc2sccc2C1c1ccc(F)cc1)S(=O)(=O)c1cccc(C(F)(F)F)c1 (stereo unspecified),-9,14,-5
Nc1cc(-c2cccc(Cl)c2)nn1-c1ccc(C(=O)NCCc2ccc(O)cc2)cc1,-3,-5,-6
Cc1nc(NC(=O)C2CC23c2ccccc2-c2ccccc23)n[nH]1 (stereo unspecified),4,-4,2
CCN(CC)C(=O)Oc1ccc2c(ccn2Cc2ccccc2Br)c1-c1ccc(C#N)cc1,-3,-1,-5
Cn1c(C(=O)NC2CCCCC2)cc2c(=O)n3ccccc3nc21,-2&-3,3&14,-8
CCC(=O)C1=C(c2ccc(OC)cc2)N(C(=O)CC)n2c(CC)nnc2S1,0,7,.
CC1CCc2c(sc3nc[nH]c(=S)c23)C1 (stereo unspecified),6&-8,1&2,.
COCCN1Cc2c(n(CC(=O)O)c3cc(C(C)(C)C)nn3c2=O)C1=O,0,-6,.
COc1ccc(-n2ncc(Oc3ccccc3)c(Nc3cccc(C(=O)O)c3)c2=O)cc1,-5,15,-4
COc1ccccc1N1CCN(C(=O)c2cc3n(n2)CCN(Cc2ccc(Cl)cc2)C3=O)CC1,3,15,-4
COC(=O)c1ccc(F)cc1S(=O)(=O)N(C)c1ccccc1,-5,7,.
Cc1ccc(CNC(=O)NC(C)c2ccncc2)cc1F (stereo unspecified),-12,8,.
O=C(COc1nc(-c2ccccc2)c2cc(Br)ccc2n1)N=Nc1c(O)[nH]c2ccc(Br)cc12,-3,2,-3
Clc1cccc(Cl)c1NC1=NCCN1,-4&0&-3&-3,-4&-5&-3&6,-4&-3
CN(C)C(=O)CSc1nnc(-c2cccnc2)n1-c1ccc(Cl)c(Cl)c1,9,7,-1
CCc1nc(-c2nc3c([nH]2)CC(c2ccc(Cl)cc2)CNC3=O)no1 (stereo unspecified),4,-1,.
O=C(Nc1ccc(F)cc1F)c1ccc(S(=O)(=O)N2CCCCC2)cc1,-4,-7,-7
Cc1ncc(CN2CCCC(CNS(=O)(=O)c3cccc4cccnc34)C2)s1 (stereo unspecified),-7,11,.
Cc1cccnc1C(NC(=O)C1CCN(CCc2ccc(Br)cc2)CC1)c1ccc(F)cc1 (stereo unspecified),-5,7,-5
Cc1nc(N)nc(C)c1CC(=O)N1CC[C@@H](N2CCCCCC2)[C@H](O)C1,-11,.,-6
CN(C)S(=O)(=O)c1ccc(-c2csc(NC(=O)c3cc[nH]c(=O)c3)n2)cc1,-8,1,-17
CCOC(=O)c1ccc2c(c1)nc(SCC(=O)NCc1ccccn1)n2Cc1cccc(F)c1,-5,4,-5
COc1ccc2nc(N(CCN3CCOCC3)C(=O)c3cc(C)no3)sc2c1,-6,4,.
Cc1c(Nc2nc3nonc3nc2Nc2ccc(I)cc2)c(=O)n(-c2ccccc2)n1C,3,-4,.
NC1=NC2(CCCCC2)N=C(Nc2ccc(F)c(F)c2)N1,-7,23,-2
Cc1ccc(-c2nc(C=Nc3cc(Cl)ccc3Cl)c(O)o2)cc1,-7,-1,-7
O=C1c2ccccc2NC(c2cn[nH]c2-c2ccccc2)N1Cc1cccs1 (stereo unspecified),-5,-1,-6
Cc1nn(C)c(Cl)c1S(=O)(=O)N1CCN2CCN(C)CC2C1 (stereo unspecified),-8,13,.

# Laid out differently: results already given
# Fields: hcGAS lum, NPYLR7 ag, mcGAS lum
NC1=NC2(CCCCC2)N=C(Nc2ccc(F)c(F)c2)N1
    -7, 23, -2
Cc1ccc(-c2nc(C=Nc3cc(Cl)ccc3Cl)c(O)o2)cc1
    -7, -1, -7
O=C1c2ccccc2NC(c2cn[nH]c2-c2ccccc2)N1Cc1cccs1 (stereo unspecified)
    -5, -1, -6
Cc1nn(C)c(Cl)c1S(=O)(=O)N1CCN2CCN(C)CC2C1 (stereo unspecified)
    -8, 13, .

# Additional entries follow:
SMILES,hcGAS lum,NPYLR7 ag,mcGAS lum
c1cc(-c2ccc3cc[nH]c3c2)c2ccncc2c1,-2,17,.
CCc1ccc(-c2nccn2CCc2ccccn2)nc1,-8,10,-11
O=S(=O)(Nc1ccncc1)c1c(Cl)cccc1C(F)(F)F,-7,10,.
CC12CCC(CC1=NN=Cc1ccc(Br)cc1)C2(C)C (stereo unspecified),-6,9,-6
CCc1c(-c2ccccc2)[n+](=O)c(-c2ccc(F)cc2)c(C)n1[O-],-4,-5,-4
CNc1cncc(-c2cccc(CO)c2)n1,-16,2,.
COc1cccc(OC)c1-c1c(-c2ccccc2)ncn1CC1(CO)CCC1,-3,7,-10
O=C(CSc1ncccn1)Nc1ccc(Br)cc1,-6,-4,.
COC(=O)C(Cc1ccccc1)NC(=O)CCC(=O)N1CCc2ccccc2C1 (stereo unspecified),0,2,-1
CCOc1ccccc1C(=O)Nc1ccc(N2CCN(C(=O)c3sccc3C)CC2)nc1,1,-19,1
O=C(Nc1ccc(Oc2ccccc2)nc1)C1CCN(Cc2ccc3c(c2)CCO3)CC1,-11&1,10&-1,-15&-5
Cc1nc(=S)[nH]c(C)c1CCC(=O)NCc1nc2ccccc2[nH]1,-7,8,-16
CC(C)C(C)NC(=O)CCn1cnc2sc3c(c2c1=O)CCCC3 (stereo unspecified),-6,-8,.
CCc1cc(-c2ccc(C(C)N3CCOCC3)cc2)ccc1NC(C)=O (stereo unspecified),-6,27,-18
CN(C)S(=O)(=O)c1ccc(OCCSc2nnc(C3CC3)n2C2CC2)cc1,-7,0,.
CC(C)(CNC(=O)NC(c1ccc(F)cc1)c1cccs1)N1CCOCC1 (stereo unspecified),-7,12,.
CC(=O)NCCNC(=O)c1ccc2nc(C)c(N(C)C(=O)Nc3ccc(C(C)=O)cc3)n2c1,-2,3,-3
Cc1cccc2nc(CN3CCc4sccc4C3c3cccs3)cc(=O)n12 (stereo unspecified),-7,0,.
COc1ccc(Cl)cc1NC(=O)CCC1CCCN(c2nc(C)cc(C)n2)C1 (stereo unspecified),-5,22,-9
COc1nn(C)cc1C(=O)N1CCN(C2=NN=C(c3cccs3)CS2)CC1,-5,-13,-7
CCCCn1[nH]c2c3c(ccc2c1=O)C(=O)c1ccccc1C3=O,-4,3,-5
N#C/C(=C/c1cccc(O)c1)c1nc2ccccc2n1C(F)F,-7,10,-8
COc1ccc(C2CCCN2Cc2cc(=O)n3ccc(C)cc3n2)c(OC)c1 (stereo unspecified),0,-1,.
CCCc1[nH]n(-c2nc3ccccc3s2)c(=O)c1C(C)=Nc1ccc(C(=O)OCC)cc1,-6,3,.
CCOC(=O)c1cc(C(C)(C)C)n(C2CCN(C(=O)CNC(C)=O)CC2)n1,1,1,-4
O=c1nc(N2CCOCC2)nc(Nc2cccc(Br)c2)[nH]1,3,2,.
COc1cccc(CC2CN(C(=O)c3cnc(C)cn3)CCO2)c1 (stereo unspecified),-1,16,.
COc1cc(-c2nc3ccccc3c(=O)n2-c2cc(C)cc(C)c2)cc(OC)c1OC,-2,4,-5
COC(=O)C(=O)N1CCC(CCc2ccc3c(c2)OCO3)CC1,4,4,1
COCCNc1nc(NCCCN2CCCC2=O)c2sc(-c3ccccc3)cc2n1,-6,8,.
Cc1cccc(CSc2nc(=O)[nH]c3c2CCCC3)c1,3,0,-8
Cc1ccc(NC2=C(N3CCOCC3)C(=O)c3ccccc3C2=O)cc1,-17,-2,.
O=C(c1cn(C/C=C/c2ccccc2)nn1)N1CCC(c2ccc(F)cc2)C1 (stereo unspecified),-1,6,.
COc1cc(=O)n(C)c2c(OCC(O)C(C)(C)O)cccc12 (stereo unspecified),-7&-2,1&-1,-5&-4
C(=C\c1ccccc1)/CNC12CC3CC(CC(C3)C1)C2,-6,-2,-8
Cc1cc(C)n(-c2cccc(C(=O)N3CCC(n4nccc4NC(=O)C4CC4)CC3)c2)n1,-5,2,-8
COc1cccc(CC2CN(C(=O)c3ccnc(-n4cnnc4)c3)CCO2)c1 (stereo unspecified),-7,7,-14
CCn1c(=O)c(C(=O)NC(C)c2ccccc2)nn(-c2cccc(C)c2)c1=O (stereo unspecified),-3,12,-4
CC(=O)Nc1ccc(N=Cc2nc(-c3ccc(Br)cc3)oc2O)cc1,-3,-2,.
CC1=NN(C(C)C)c2nc3c(c(=O)n(Cc4ccccc4F)c(=O)n3C)n2C1,-3,0,-7
COc1cccc2c1OCCCN(C(=O)c1c(C)cc(=O)oc1C)C2,-4,1,-9
COC(=O)C1C(=N)OC2=C(C(=O)CC(C)(C)C2)C1c1ccc(Cl)cc1Cl (stereo unspecified),-2,5,-4
c1ccc(Cn2cnc3c(NCCc4ccncc4)nccc32)cc1,-1,-3,-3
CCS(=O)(=O)N1Cc2ccccc2CC1C(=O)N(C)Cc1ccc(Cl)cc1 (stereo unspecified),-11,-2,.
O=C(Nc1cccc(C(F)(F)F)c1)Nc1ccc2nc(-c3ccncc3)nn2c1,-1,-6,-2
CC1=C[C@@H](CN2CCC[C@H]2CO)[C@H](C(C)C)C[C@H]1Cc1nnc(C)o1,-5,-7,-4
O=S(=O)(Nc1ccccc1)c1cc(C(F)(F)F)ccc1Cl,-2,-5,.
CC(=O)c1c(C)nn(CC(=O)N2C[C@H]3CC=CC[C@H]3C2)c1C,-7,.,-14
C=C(C)Cn1nc(C)c(-c2cc(C(=O)O)[nH]n2)c1C,-5,-3,-8
